Lipid storage S3 – qHTS Assay for Lipid Storage Modulators in Drosophila S3 Cells. Drosophila S3 cells, BODIPY lipid droplet fluorescence, 18-24 h; cells fed with added oleic acid. lipid storage change, negative = inhibition, % at the top dose, mostly 46.1 µM; hits show Potency in µM. 320,000 compounds, 0.64% hits; active = well fitted inhibition curve with a large enough effect in the signal ratio, with a control signal flat, not every such curve was filed as active; inconclusive = small, poorly fitted or top-dose-only effect, or effect the other way, or a change in a side signal; the % refers to the signal ratio
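Drosophila S3 cells got compounds at several concentrations plus oleic acid (400 uM solution). Laser-scanning cytometry with 488 nm excitation read lipid droplets at 500-530 nm and cells at 575-640 nm. Percent activity was relative to 20 uM Triacsin C.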
Lipid storage S3 cell count max – also measured in Lipid storage S3; calls as there; cell number change, %; measured here: cell count max response;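 cells counted by Cell Tracker Red CMTPX staining in the red channel; peak over a dose series mostly up to 46.1 µM; percent activity relative to internal control wells on each plate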
* = called active by the depositor; i = inactive; ? = inconclusive; nt = no result given; [ ] = dose if it differs, or a comment. % is scaled to controls: 0 for no effect and ±100 for the full control effect; potency is read from the fitted curve at half-maximal effect. Not all compounds are listed, so the mix of outcomes need not match the whole.

Start of the listing, in advance, two compounds:
| Structure | Lipid storage S3 | Lipid storage S3 cell count max |
| --- | --- | --- |
| CC(C)Sc1ccc(C(=O)Nc2ccc(F)cc2F)cn1 | ? | nt |
| COC(=O)c1cc(S(=O)(=O)C(C)C)c(S(C)=O)s1 (stereo not drawn) | ? | nt |

The listing (from the top)
| Structure | Lipid storage S3 | Lipid storage S3 cell count max |
| --- | --- | --- |
| CC(C)Sc1ccc(C(=O)Nc2ccc(F)cc2F)cn1 | ? | nt |
| COC(=O)c1cc(S(=O)(=O)C(C)C)c(S(C)=O)s1 (stereo not drawn) | ? | nt |
| CCc1nc(SCC(=O)Nc2ccccc2OC)c2c(C)c(C)sc2n1 | ? | nt |
| O=C(c1ccc(F)cc1)N1CCCC(c2ccccc2)C1 (stereo not drawn) | 0.5% | 2.4 |
| Cc1sc(NC(=O)COc2cccc(-n3cnnn3)c2)c(C#N)c1C | ? | nt |
| O=C(CSc1ncn[nH]1)NC1CCCc2ccccc21 (stereo not drawn) | ? | nt |
| COC(=O)c1cc(S(=O)(=O)N2CCN(Cc3ccccc3)CC2)c[nH]1 | ? | nt |
| Cc1ccc(NC(=O)c2sccc2C)cc1[N+](=O)[O-] | 8.2µM* | 7.4* |
| COc1ccc(N(C(=O)CCl)C(C(=O)NC2CCCCC2)c2cccnc2)cc1 (stereo not drawn) | ? | nt |
| Cc1cc(C(=O)NNC(=O)COc2ccccc2Cl)n[nH]1 | i | 11.3 |
| COc1ccc2cc3c(N)nn(C(=O)c4ccccc4Cl)c3nc2c1 | 14.1% | 9.5 |
| CC(=O)Nc1ccc(NC(=O)C/C(C)=N/NC(=O)COc2cc(C)c(Br)cc2Br)cc1 | ? | nt |
| O=C(Nc1nc2c(F)cc(F)cc2s1)C1CCN(C(=O)c2ccc(F)cc2)CC1 | 25.4% | 13.4 |
| Cc1ccc(-c2nnc(CSc3nnc(C)s3)o2)cc1 | ? | nt |
| COc1ccccc1NC(=O)c1ccccc1SC | ? | nt |
| CN(CC(=O)Nc1ccc(Cl)cc1)C(=O)c1ccc(COc2ccccc2)cc1 | ? | nt |
| COc1ccccc1NC(=O)c1ccc(-n2cncn2)nc1 | ? | nt |
| COc1ccc(C(=O)CC(c2ccccc2)C2CCCCC2=O)cc1 (stereo not drawn) | i | nt |
| Cc1cc(CC(=O)O)c(C)cc1CC(=O)O | ? | nt |
| COc1ccc(-n2nc3cc(C)c(N)cc3n2)cc1Cl | 16.8% | 4.1 |

Whole records, quoted from the list:
Cc1ccc(NC(=O)c2sccc2C)cc1[N+](=O)[O-] reads Lipid storage S3: 8.2µM*; Lipid storage S3 cell count max: 7.4*
CC(=O)Nc1ccc(NC(=O)C/C(C)=N/NC(=O)COc2cc(C)c(Br)cc2Br)cc1 reads Lipid storage S3: ?; Lipid storage S3 cell count max: nt

Later entries:
| Structure | Lipid storage S3 | Lipid storage S3 cell count max |
| --- | --- | --- |
| O=C(Nc1ccccc1F)c1cc(S(=O)(=O)N2CCOCC2)ccc1N1CCOCC1 | ? | nt |
| O=C(Nc1cccc(F)c1)N1CCCCCC1 | ? | nt |
| CCN(C(C)=O)N(CC)c1nc(Cl)nc(NC(C)C)n1 | 7.0% | -8.5 |
| CN1CCN(C(=S)c2ccc(-c3cccc([N+](=O)[O-])c3)o2)CC1 | -13.3% | 2.3 |
| COc1ccc(CNC(=O)C2CCCN(S(=O)(=O)c3cc(C)ccc3OC)C2)cc1 (stereo not drawn) | ? | nt |
| NC1=NC(=O)/C(=C\c2cccnc2)S1 | 2.6% | 5.8 |
| CCC(=O)Nc1cc(NC(=O)CSc2ncc(-c3ccc(F)cc3)n2Cc2ccco2)ccc1C | ? | nt |
| COc1ccc(Cc2nnc(NC(=O)CSc3ccc(C)cc3)s2)cc1 | ? | nt |
| COc1ccc(C(=O)C2CCCN(C3Cc4ccccc4C3)C2)c(OC)c1 (stereo not drawn) | 13.5% | nt |
| NC(=O)c1nsc(C(=O)N(Cc2cccnc2)C(C(=O)NCc2ccc(F)cc2)c2ccc(F)cc2)c1N (stereo not drawn) | 8.9% | -16.5 |
| O=C(CCCn1c(SCc2cc(=O)n3ccccc3n2)nc2ccccc2c1=O)NCC1CCCO1 (stereo not drawn) | -1.2% | -22.6 |
| CN(C)CCCNc1ccc(S(N)(=O)=O)cc1[N+](=O)[O-] | ? | nt |
| O=C(c1ccco1)N1CCN(C(=O)c2snc3ccc(Cl)cc23)CC1 | 15.6% | -22.7 |
| N/C(CC(=O)Nc1ccc(F)cc1F)=N\OC(=O)c1cccs1 | 12.9% | 0.4 |
| CCOC(=O)C1CCN(C(=O)c2ccc(OCC)c(OCC)c2)CC1 | 8.8% | -2.6 |
| CCN1C(=O)c2ccccc2S(=O)(=O)c2ccc(C(=O)NCc3cccnc3)cc21 | ? | nt |
| CCN(CC)c1ccc(/C=N/NC(=O)OC)c(O)c1 | ? | nt |
| Cc1ccnc(NC2c3ccccc3C(=O)N2Cc2ccccc2Cl)c1 (stereo not drawn) | 3.1% | 2.1 |
| COc1ccc(NC(=O)Nc2ccc3c(c2)N(C)C(=O)CS3)cc1Cl | ? | nt |
| C/C(=N\NC(=S)NCc1ccccc1)c1ccc(C(C)(C)C)cc1 | ? | nt |

(listing goes on)
| Structure | Lipid storage S3 | Lipid storage S3 cell count max |
| --- | --- | --- |
| CC(=O)Nc1cccc(NC(=O)Cc2nc(-c3ccccc3)sc2-c2ccc(C)cc2)c1 | 10.1% | 9.5 |
| CC1=CC(C)(C)N2C(=O)C3(C(C#N)=C(N)OC4=C3C(=O)CC(C)(C)C4)c3c(C)c(C)cc1c32 (stereo not drawn) | ? | nt |
| Cc1cc(C)c(NC(=O)CNC(=O)c2cc([N+](=O)[O-])ccc2N2CCOCC2)c(C)c1 | 6.3%[0.0737 µM] | 18.2 |
| O=C1N=C(N2CCc3ccccc3C2)S/C1=C\c1ccc(O)cc1 | -3.7% | -14.6 |
| COc1ccc2c(ccn2S(=O)(=O)c2ccccc2)c1 | i | -17.6 |
| CC(C)OC(=O)c1ccc(N2C(=O)C3CC=CCC3C2=O)cc1 (stereo not drawn) | 29.5% | -1.5 |
| CCOc1ccc(NC(=O)CCNC(=O)Cn2cnc3ccccc3c2=O)cc1 | 19.2% | 8.5 |
| CC(C)[C@@H](C(=O)NC1CCN(Cc2ccccc2)CC1)N1C(=O)N2CCc3c([nH]c4ccccc34)[C@@]2(C)C1=O | ? | nt |
| CCOC(=O)c1ccc(NC(=O)c2ccc(NC(=O)C3CCCO3)cc2)cc1 (stereo not drawn) | ? | nt |
| O=C(N/N=C/c1cc(Br)c(O)c(Br)c1O)c1cccnc1 | ? | nt |
| CCC(C)NS(=O)(=O)c1ccc(OCC(=O)NCc2ccc(OC)cc2)cc1 (stereo not drawn) | 16.3% | 8.7 |
| O=C(Nc1ccc(N2CCOCC2)c(Cl)c1)c1cccc(F)c1 | ? | nt |
| Cc1cc2ncn(C3CC(=O)N(Cc4ccccc4)C3=O)c2cc1C (stereo not drawn) | ? | nt |
| O=c1ccnc(Nc2ccc3c(c2)OCCO3)[nH]1 | -7.9% | nt |
| CCCCCCSc1ccc([C@@H]2[C@H]3C(=O)N(C)C(=O)[C@H]3[C@]3(C(=O)OC)CCCCN23)cc1OC | ? | nt |
| CCc1ccccc1NC(=O)CN(C)C(=O)CSc1nnc(Nc2cccc(C)c2C)s1 | 5.4% | 12.0 |
| COc1cc(C(=O)OCC(=O)NC2CCCC2)cc(NC(=O)c2ccco2)c1OC | ? | nt |
| CCOC(=O)C1(C(F)(F)F)N=C(N(C)C)OC(N(C)C)=N1 | ? | nt |
| Cc1cnc(NC(=O)CSc2nnc(Cc3ccccc3)n2C)s1 | ? | nt |
| Cc1ccc(-c2noc(-c3cccs3)n2)cc1 | 3.5% | -26.3 |

Next entries.
| Structure | Lipid storage S3 | Lipid storage S3 cell count max |
| --- | --- | --- |
| CCOc1cc(NC(=S)NCC2CCCO2)c(OCC)cc1NC(=O)c1ccccc1F (stereo not drawn) | ? | nt |
| COc1ccc(Cc2nnc(CCc3ccccc3)s2)cc1 | 4.9% | -2.9 |
| O=C(O)Cn1cc(/C=C2/NC(=O)N(c3ccc(Cl)cc3)C2=O)c2ccccc21 | ? | nt |
| CCOC(=O)N1CCN(c2nc(-c3ccccc3)c3ccccc3n2)CC1 | ? | nt |
| COc1ccc(CNS(=O)(=O)c2cc(-c3cc(C)no3)ccc2OC)cc1OC | ? | nt |
| O=C(CN1N=C(c2ccccc2)CCC1=O)NCCCN1CCc2ccccc2C1 | -3.7% | 1.4 |
| Cc1cccc(NS(=O)(=O)Cc2ccccc2)n1 | 4.4% | 17.0 |
| CCN1CCN(CCn2c(=S)[nH]c3ccccc3c2=O)CC1 | ? | nt |
| Cc1ccc(S(=O)(=O)Nc2nc3ccccc3nc2NCC2CCCO2)c(C)c1 (stereo not drawn) | ? | nt |
| CCCSc1nc2c(cnn2-c2ccc(C)cc2)c(=O)[nH]1 | 27.3% | 2.4 |
| O=C(CC1SC2=NCCN2C1=O)Nc1ccc(Cl)cc1 (stereo not drawn) | -16.1% | -0.2 |
| CCN(C(=O)c1ccc2c(Cl)c3c(nc2c1)CCC3)c1ccc(C)c(C)c1 | ? | nt |
| COc1cc2cc(C)c3nnc(SCC(N)=O)n3c2cc1OC | ? | nt |
| Cc1cccc(NC(=O)CSCC(=O)N2CCN(c3cccc(C(F)(F)F)c3)CC2)c1 | ? | nt |
| CCOC(=O)c1[nH]c2cc3c(cc2c1CCCN1C(=O)c2ccccc2C1=O)OCCO3 | 20.9% | -4.5 |
| CC(C)OCCCn1c(SCC(=O)N2CCc3ccccc32)nc2ccccc2c1=O | ? | nt |
| CCOc1cc(/C=N/Nc2cc(C)nc3ccc(C)cc23)ccc1O | ? | nt |
| CCCCn1c(SCC(=O)Nc2ccc3c(c2)OCO3)nc2c1c(=O)n(C)c(=O)n2C | ? | nt |
| Cc1cccc(OCC(=O)N2CCN(S(C)(=O)=O)CC2)c1 | ? | nt |
| CN1C(=O)C(O)(C2COC(C)(C)CC2=O)c2ccccc21 (stereo not drawn) | ? | nt |

(further entries)
| Structure | Lipid storage S3 | Lipid storage S3 cell count max |
| --- | --- | --- |
| CCOC(=O)/C(C(N)=NCCCO)=C(/O)c1ccccc1 | ? | nt |
| Cc1ccc(C(c2nnnn2C2CCCC2)N2CCc3ccccc32)cc1 (stereo not drawn) | ? | nt |
| Cc1[nH]nc2c1C1(CCN(C(=O)c3ccccc3)CC1)C(C#N)=C(N)O2 | ? | nt |
| COc1ccccc1-n1c(C)cc(/C=C2/C(=N)N3C(=NC2=O)SN=C3S(C)(=O)=O)c1C | ? | nt |
| COc1ccc(NC(=O)c2ccccc2NC(=O)c2ccco2)cc1 | i | 12.5 |
| CCSCc1nnc(SCC(=O)Nc2cc(F)ccc2C)n1C | ? | nt |
| COCCN1C(=O)/C(=C/c2ccc(N3CCCC3)cc2C)SC1=S | ? | nt |
| CCOC(=O)c1cc(C)sc1NC(=O)c1ccc(Cl)s1 | ? | nt |
| CCCCc1nc2ccccc2c(=O)n1NC(=O)c1c(O)c2c(n(CC(C)C)c1=O)CCCC2 | ? | nt |
| Cn1c(NCc2ccco2)nc2c1c(=O)n(Cc1ccc(Br)cc1)c(=O)n2C | ? | nt |
| COCCNC(=O)CSc1nc(-c2ccccc2)cs1 | 6.1% | 15.5 |
| CC1OC(OC2C(CO)OC(OC3C(CO)OC(O)C(O)C3O)C(O)C2O)C(O)C(O)C1N[C@@H]1C=C(CO)[C@@H](O)C(O)[C@H]1O (stereo partly drawn) | -0.7% | -9.4 |
| CSc1cccc(NC(=O)/C=C/c2ccc(Cl)cc2)c1 | ? | nt |
| Cc1cc(C)cc(-n2cccc2/C=C2/C(=N)N3C(=NC2=O)SN=C3S(C)(=O)=O)c1 | 8.0% | 1.7 |
| CCOC(=O)NC(C(Cl)(Cl)Cl)S(=O)(=O)c1ccccc1 (stereo not drawn) | ? | nt |
| CNS(=O)(=O)c1cn(CC(=O)NCc2ccc(F)cc2)cc1S(=O)(=O)NC | ? | nt |
| N/C(Cc1ccc(Cl)cc1Cl)=N\OC(=O)c1ccccc1F | ? | nt |
| CC(=O)c1c(C)[nH]c(C(=O)OCC(=O)N2CC(=O)Nc3ccccc32)c1C | 20.9% | 17.6 |
| O=C(NCC(c1ccco1)N1CCN(c2ccc(F)cc2)CC1)c1ccc2c(c1)OCO2 (stereo not drawn) | ? | nt |
| CCn1c(C)nc2cc(C(=O)NNC(=O)Nc3cccc(Cl)c3)ccc21 | ? | nt |

Carrying on.
| Structure | Lipid storage S3 | Lipid storage S3 cell count max |
| --- | --- | --- |
| Cc1ccccc1-c1nnc(NC(=O)c2cc3ccccc3oc2=O)s1 | 10.7% | 0.2 |
| Cc1cc2c(=O)n(NC(N)=O)c(C)nc2s1 | ? | nt |
| COC(=O)c1cccc(N(CC(=O)NC2CCCC2)C(=O)CCC(=O)Nc2cc(C)on2)c1 | ? | nt |
| CCN(CC)CCSc1nc(O)c(C(C)C)c(=O)[nH]1 | ? | nt |
| CCOc1ccccc1CN1CCN(CC2CC2)CC1CCO (stereo not drawn) | ? | nt |
| Cc1oc2cc(OCC(=O)O)ccc2c(=O)c1Oc1ccccc1 | ? | nt |
| CNc1ccc(C(=O)c2ccccc2C(=O)O)cc1[N+](=O)[O-] | ? | nt |
| Cc1ccccc1C(=O)Nc1ccc2c(C#N)c3nc4ccccc4nc3n2c1 | ? | nt |
| O=C(Nc1cnn(C23CC4CC(CC(C4)C2)C3)c1)c1cnn2c(C(F)(F)F)cc(-c3ccco3)nc12 | ? | nt |
| CCN(CC)S(=O)(=O)c1ccc(C(=O)OCCN2C(=O)c3cccc4c(N5CCOCC5)ccc(c34)C2=O)cc1 | ? | nt |
| COc1ccc2c(c1)OC[C@H]1[C@H]2N2C(=O)c3cc(OC)c(OC)cc3NC(=O)[C@@]2(C)[C@H]1c1ccccc1 | ? | nt |

Assay outcomes (PubChem)
